# Screening results from PubChem.
# Tau fil binding – tau filament binding | P10636 | recombinant tau filaments, thioflavin S fluorescence, 15 h; filaments grown with octadecylsulfate alongside compound | Potency, µM (top dose mostly 57.1 µM), for the others: top-dose activity change, negative = inhibition | 2% of 71,000 active | AID 596;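 also: potency is read from the fitted curve at half-maximal effect; % is scaled to controls: 0 for no effect and ±100 for the full control effect; actives lower thioflavin S fluorescence by blocking filaments or displacing dye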
# Target sequence (P10636 whole entry, looked up): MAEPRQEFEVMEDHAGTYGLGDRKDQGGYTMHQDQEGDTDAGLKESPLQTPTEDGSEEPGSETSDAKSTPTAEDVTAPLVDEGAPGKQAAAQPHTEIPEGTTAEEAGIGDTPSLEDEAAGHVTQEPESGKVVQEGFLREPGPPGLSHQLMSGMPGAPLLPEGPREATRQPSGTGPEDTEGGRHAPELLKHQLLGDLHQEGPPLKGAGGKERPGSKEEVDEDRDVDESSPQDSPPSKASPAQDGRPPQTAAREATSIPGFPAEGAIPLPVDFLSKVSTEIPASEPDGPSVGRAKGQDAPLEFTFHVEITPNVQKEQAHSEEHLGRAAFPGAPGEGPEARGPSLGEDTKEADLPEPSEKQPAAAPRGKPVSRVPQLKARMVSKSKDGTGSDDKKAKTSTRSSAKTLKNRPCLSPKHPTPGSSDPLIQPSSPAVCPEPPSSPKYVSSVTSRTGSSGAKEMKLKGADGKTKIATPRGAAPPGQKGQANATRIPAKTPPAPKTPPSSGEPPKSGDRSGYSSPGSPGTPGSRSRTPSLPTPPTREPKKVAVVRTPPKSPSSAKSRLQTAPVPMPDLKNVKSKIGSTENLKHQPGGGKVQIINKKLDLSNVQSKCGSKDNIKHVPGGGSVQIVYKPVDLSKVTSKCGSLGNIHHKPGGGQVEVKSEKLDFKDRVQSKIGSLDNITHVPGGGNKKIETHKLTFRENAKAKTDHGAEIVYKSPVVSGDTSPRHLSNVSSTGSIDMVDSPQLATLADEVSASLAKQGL
#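 Thioflavine S fluorescence (ex 450, em 510 nm) reports filaments formed from 1 uM human tau plus 30 uM ODS over 15 h at 37 C (10 mM HEPES pH 7.4, 100 mM NaCl, 5 mM DTT); compounds displacing dye or blocking filaments lower signal.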
# BRCT PPI green – inhibitors of human BRCA1 BRCT-phosphoprotein interaction (green fluorophore) | BRCA1 BRCT-phosphopeptide binding, green fluorescence polarization | P38398 | Potency, µM (series often up to 76.9 µM), without a hit: at the top dose activity change, negative = inhibition, actives largely listed as inhibitors | 0.05% of 75,000 active;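 also: potency is read from the fitted curve at half-maximal effect; plate controls were peptide without protein for full effect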
#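 Fluorescence polarization: His-tagged BRCT (~35 kDa BRCA1 C-terminus, 250 nM) bound to 100 nM fluorescein-labeled phosphorylated 10-aa BACH1 peptide, pH 7.3 phosphate buffer with DTT and Tween 20. Compounds incubated 12 min at room temperature; inhibition read as lowered polarization.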
# Rhodamine autofl – compound fluoresces in the rhodamine spectral region; Rhodamine-region fluorescence, 547/598 nm, Tris buffer; hits give high values; max dye-equivalent concentration, M; 0.05% of 59,000 active; in the data active = max dye-equivalent concentration above about 11 nM; inconclusive = between about 1.1 nM and that limit
#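 Compound fluorescence in 100 mM Tris, pH 8.0, read after 15 min at room temperature with 547 nm excitation and 598 nm emission. Output is dye-equivalent concentration from an on-plate rhodamine standard series.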
# BRCT PPI red – disrupts BRCA1 BRCT binding to phosphoprotein, red fluorophore readout | P38398 | BRCT-phosphopeptide binding, red fluorescence polarization | Potency, µM (titrated, usually from 76.9 µM), for the others: top-dose activity change, negative = inhibition, most hits filed as inhibitors | 0.03% of 75,000 active | AID 892; also: % is scaled to controls: 0 for no effect and ±100 for the full control effect
#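 Fluorescence polarization: 100 nM His-tagged BRCA1 BRCT with 100 nM TAMRA-labelled phospho-BACH1 decapeptide, phosphate buffer pH 7.3 with 150 mM NaCl, DTT, 0.01% Tween 20; 12 min RT. Binding inhibition seen as FP decrease.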
# Caspase-1 inhib – blocks human caspase-1 allosterically or competitively | P29466 | Caspase-1 enzyme, Ac-WEHD-AFC fluorogenic rate | Potency, µM (highest dose often 57.5 µM), inactives show top-dose activity change, negative = inhibition, most hits filed as inhibitors | 0.03% of 75,000 active | AID 900;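 also: potency is read from the fitted curve at half-maximal effect; plate controls were vehicle for no effect and no substrate for full effect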
# HADH2 inhib – blocks human hydroxyacyl-CoA dehydrogenase type II; Q99714; recombinant HADH2, NADH fluorescence, beta-hydroxybutyryl-CoA; Potency, µM (highest dose often 57.1 µM), for the others: top-dose activity change, negative = inhibition, hits mostly inhibitors; 3.4% of 73,000 active; AID 886; also: potency is read from the fitted curve at half-maximal effect; % is scaled to controls: 0 for no effect and ±100 for the full control effect; nearly all actives have a fitted effect of over 60% in size; many of its hits are not listed in these tables
# Target sequence (Q99714 whole entry, looked up, one chain of several): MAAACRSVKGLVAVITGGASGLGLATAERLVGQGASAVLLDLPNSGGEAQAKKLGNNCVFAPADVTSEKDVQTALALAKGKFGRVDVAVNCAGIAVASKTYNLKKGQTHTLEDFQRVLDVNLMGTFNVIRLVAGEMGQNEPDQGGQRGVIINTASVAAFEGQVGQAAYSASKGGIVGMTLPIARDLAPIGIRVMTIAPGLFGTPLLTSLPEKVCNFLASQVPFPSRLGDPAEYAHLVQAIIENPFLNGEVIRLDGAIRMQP
#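 Read-out: 360 nm excitation, 450 nm emission, kinetic over 4 min. Conditions: His-tagged human HADH2 20 nM, pH 9.0 Tris with Tween-20, 1 mM NAD+, 90 uM beta-hydroxybutyryl-CoA.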
# USP2a inh – inhibitors of human ubiquitin-specific protease USP2a | O75604 | USP2a enzymatic assay, qHTS inhibition | Potency, µM (highest dose often 38.3 µM), for the others: top-dose activity change, negative = inhibition, actives largely listed as inhibitors | 0.1% of 60,000 active | AID 927;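 also: potency is read from the fitted curve at half-maximal effect; nearly all actives have a fitted effect of over 60% in size; plate controls were DMSO for no effect and NEM full inhibition control for full effect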
#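 Coupled readout: USP2-cleaved Ub-PLA2 (20nM final) turns over NBD C6-HPC (20uM final), Ex 460nm/Em 535nm after 2.5 h, time-zero read flagging artifacts. Enzyme (20nM final, pH 8.0 Tris) given 30 min RT with compound first; NEM defines full inhibition.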
# DNA Pol III inh – DNA polymerase III holoenzyme inhibition | Potency, µM (highest dose often 57.1 µM), without a hit: top-dose activity change, negative = inhibition | AID 603 | 0.25% of 71,000 active | reconstituted DNA polymerase III holoenzyme replication, biochemical; also: potency is read from the fitted curve at half-maximal effect; % is scaled to controls: 0 for no effect and ±100 for the full control effect
#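 Reconstituted *E. coli* holoenzyme (0.35 nM Pol III, 1 nM beta, 154 nM SSB, 2 nM primase) was preincubated with compound for 15 min at RT. Synthesis on 1.4 nM ssM13Gori ran 35 min, then was stopped with PicoGreen/EDTA and read as dsDNA fluorescence.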
# 15-hLO inh – blocks human 15-lipoxygenase activity | P16050 | purified 15hLO-1, xylenol orange hydroperoxide absorbance | Potency, µM (series often up to 57.1 µM), for inactives: at the top dose activity change, negative = inhibition, hits mostly inhibitors | 1.4% of 74,000 active | AID 887; also: potency is read from the fitted curve at half-maximal effect; % is scaled to controls: 0 for no effect and ±100 for the full control effect; nearly all actives have a fitted effect of over 55% in size
#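 Purified human 15hLO-1 (40 nM) in 25 mM Hepes pH 7.5, 0.01% Triton X-100, preincubated 15 min RT with compound, then 50 uM arachidonic acid for 6 min. Hydroperoxide read by ferrous/xylenol orange, 30 min; 573/405 nm absorbance ratio gave progress.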
# Caspase-7 inhib – blocks human caspase-7 allosterically or competitively; 0.02% of 75,000 active; P55210; Potency, µM (top dose mostly 57.5 µM), for inactives: top-dose activity change, negative = inhibition, hits mostly inhibitors; recombinant caspase-7, Ac-DEVD-AFC fluorescence rate; active = well fitted inhibition curve with a large enough effect in the main read-out, with a control signal flat, not every such curve was filed as active; inconclusive = small, poorly fitted or top-dose-only effect, or a change in a side signal; also: potency is read from the fitted curve at half-maximal effect; % of control where 0% means no effect
# HEK293 cAMP ctrl – counter-screen for TSHR agonists: cAMP increase in parental HEK293 | parental HEK293 CNG cAMP sensor, membrane potential fluorescence | AID 938 | 2.5% of 73,000 active | Potency, µM (titrated, usually from 57.1 µM), inactives show at the top dose activation, most hits filed as activators; also: potency is read from the fitted curve at half-maximal effect; % of control where 0% means no effect; nearly all actives have a fitted effect of over 55% in size
#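 Parental HEK 293 cells stably expressing a modified CNG channel (no TSHR) report cAMP rise as membrane depolarization. Membrane potential dye with 100 uM RO 20-1724 was loaded for 60 min at room temperature, then compound added for 30 min; fluorescence read at 590 nm.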
# Starred values were filed as active, the others as inactive; i = inactive; ? = inconclusive; . = no result given; [ ] = dose if it differs, or a comment. Unless noted, calls follow the shape of the dose curve; as a rule, active = well fitted curve in the direction sought with a large enough effect; inconclusive = small, poorly fitted or top-dose-only effect, or another doubt; inactive = no such curve, though single readings can be large; an effect the other way counts as inactive or inconclusive. A portion of the library. The share of hits here may be higher or lower than overall.
(1) O=S(=O)(c1cccc(-c2cn3cccnc3n2)c1)N1CCOCC1
(2) Cc1cc(NC(=O)c2cc(-c3cccnc3)nc3c(C)c(C)ccc23)no1
(3) O=C(c1cccs1)N1CCn2c1nc1ccccc12
(4) CC(=O)N1CCc2c(sc(NC(=O)CN3C(=O)CCC3=O)c2C(N)=O)C1
(5) O=C(O)CCc1ccc(-c2ccccc2)n1NC(=O)c1ccco1
(6) CC(C)(C)c1csc(NC2=NS(=O)(=O)c3ccccc32)n1
(7) CCOC(=O)c1cc(OC(=O)c2cccnc2)n(-c2ccccc2)n1
(8) COc1cccc2c(C)nc(Nc3nc(CSc4nnc(C)s4)cc(=O)[nH]3)nc12

Compound	1	2	3	4	5	6	7	8
DNA Pol III inh	-6%	-8%	0%	-6%	0%	-1%	-6%	1%
Tau fil binding	-4%	2%	0%	64%	-9%	-2%	-8%	-7%
HEK293 cAMP ctrl	-4%	25µM*	15%	4%	8%	-1%	-2%	9%
BRCT PPI green	-1.3%	2.1%	1.0%	-2.2%	1.0%	-1.4%	-4.0%	3.0%
Caspase-1 inhib	-2%	-8%	0%	-2%	-1%	-1%	-2%	0%
BRCT PPI red	-2.2%	-0.1%	-1.4%	-1.1%	-0.2%	0.1%	-0.1%	-1.3%
HADH2 inhib	10µM*	9%	-10%	-8%	-6%	?	2%	1%
Caspase-7 inhib	1%	-6%	1%	-2%	-4%	0%	1%	-1%
Rhodamine autofl	i	i	i	.	i	i	i	i
USP2a inh	-6%	56%[activator]	11%	.	-4%	-7%	-6%	-11%
15-hLO inh	-13%	-10%	7%	8%	0%	1%	-7%	-2%

(9) COc1ccc2[nH]c(=O)c(C(c3nnnn3CC3CCCO3)N3CCc4ccccc4C3)cc2c1 (stereo not drawn)
(10) Cc1ccc2[nH]c(=O)c(CN(C)C(=O)c3ccccn3)cc2c1
(11) CCN1C(=O)c2ccccc2S(=O)c2ccc(C(=O)NCc3ccccn3)cc21 (stereo not drawn)
(12) Cc1occc1C(=O)Nc1c(F)cc(F)cc1Br
(13) N#CCCN(CCC#N)C(=O)COc1ccc(Cl)cc1Cl
(14) CCS(=O)(=O)N1CCCC(C(=O)NCC2CCCO2)C1 (stereo not drawn)
(15) CCOc1ccc(N2CC(=O)SC2=S)cc1
(16) C/C(CCN1CCCc2nc(C)c(C)cc21)=N\O[C@@H](C)CN1CCCCc2nc(C)c(C)cc21

Compound	9	10	11	12	13	14	15	16
DNA Pol III inh	-4%	-8%	-11%	1%	-5%	0%	-3%	.
Tau fil binding	2%	-2%	-5%	-4%	7%	-2%	-6%	.
HEK293 cAMP ctrl	4%	-4%	5%[11.4 µM]	3%	-3%	?	9%	6%[11.4 µM]
BRCT PPI green	-1.1%	-1.3%	-0.4%	-0.2%	-0.1%	-0.1%	-0.8%	2.1%[15.4 µM]
Caspase-1 inhib	-7%	-1%	-10%	0%	-2%	0%	-1%	-2%[11.5 µM]
BRCT PPI red	-0.2%	1.7%	-0.2%	-3.2%	0.6%	1.4%	-0.2%	1.1%[15.4 µM]
HADH2 inhib	-30%	-4%	-1%	-10%	4%	-2%	-13%	1%[11.4 µM]
Caspase-7 inhib	-6%	2%	2%	-2%	-1%	0%	-2%	-2%[11.5 µM]
Rhodamine autofl	i	i	.	i	i	i	.	.
USP2a inh	223%[activator]	-3%	.	-4%	-7%	1%	27%	.
15-hLO inh	-16%	-1%	3%	10%	11%	3%	-28%	10%[11.4 µM]

(17) CCOC(=O)c1ccc(NC(=O)Cn2nnc(-c3ccc(C)cc3)n2)cc1
(18) c1ccc2n[nH]nc2c1
(19) CC(C)C(NS(=O)(=O)c1ccc2c(c1)oc(=O)n2C)C(=O)N1CCN(Cc2ccccc2)CC1 (stereo not drawn)
(20) COc1cc(Cl)c(S(=O)(=O)N2CCOCC2)cc1Cl
(21) Cn1c(-c2ccco2)nc2cc3ccccc3cc21
(22) COc1ccc(COC(=O)N/N=C2/C[C@@H](O)[C@@H](O)[C@@H]3[C@@H]4C(=O)N(Cc5ccccc5)C(=O)[C@H]4CC[C@H]23)cc1
(23) C#CCSc1nnc(-c2c[nH]c3ccccc23)n1C
(24) O=C(Nc1cccnc1)c1ccc(CN2CCc3ccccc3C2)cc1

Compound	17	18	19	20	21	22	23	24
DNA Pol III inh	-7%	-6%	-2%	-1%	-6%	.	-2%	0%
Tau fil binding	103%	1%	1%	0%	97%	.	10%	-4%
HEK293 cAMP ctrl	-4%	4%	?	7%	?	?	0%	?
BRCT PPI green	-1.9%	-0.1%	1.9%	-2.3%	-2.8%	-2.7%[15.4 µM]	-0.5%	0.6%
Caspase-1 inhib	2%	3%	2%	1%	-5%	-1%[11.5 µM]	-5%	-1%
BRCT PPI red	0.3%	0.3%	0.7%	-0.5%	-0.2%	0.9%[15.4 µM]	-0.6%	-1.4%
HADH2 inhib	16%	-3%	1%	4%	32µM*	-7%[11.4 µM]	2%	-5%
Caspase-7 inhib	0%	0%	-1%	1%	-4%	0%[11.5 µM]	0%	1%
Rhodamine autofl	i	.	.	i	i	.	.	.
USP2a inh	7%	.	.	1%	-2%	.	.	32%[activator]
15-hLO inh	0%	1%	0%	5%	?	2%[11.4 µM]	-2%	6%

# Some of these compounds in order of the USP2a inh value, highest first:
cpd | mol | USP2a inh
17 | CCOC(=O)c1ccc(NC(=O)Cn2nnc(-c3ccc(C)cc3)n2)cc1 | 7%
20 | COc1cc(Cl)c(S(=O)(=O)N2CCOCC2)cc1Cl | 1%
21 | Cn1c(-c2ccco2)nc2cc3ccccc3cc21 | -2%

# Part of the list above, bar-delimited:
No. | structure | DNA Pol III inh | Tau fil binding | HEK293 cAMP ctrl | BRCT PPI green | Caspase-1 inhib | BRCT PPI red | HADH2 inhib | Caspase-7 inhib | Rhodamine autofl | USP2a inh | 15-hLO inh
22 | COc1ccc(COC(=O)N/N=C2/C[C@@H](O)[C@@H](O)[C@@H]3[C@@H]4C(=O)N(Cc5ccccc5)C(=O)[C@H]4CC[C@H]23)cc1 | . | . | ? | -2.7%[15.4 µM] | -1%[11.5 µM] | 0.9%[15.4 µM] | -7%[11.4 µM] | 0%[11.5 µM] | . | . | 2%[11.4 µM]
23 | C#CCSc1nnc(-c2c[nH]c3ccccc23)n1C | -2% | 10% | 0% | -0.5% | -5% | -0.6% | 2% | 0% | . | . | -2%

# Later entries
(25) COC(=O)NC(CC(C)=O)c1cccc(C(F)(F)F)c1 (stereo not drawn)
(26) COc1ccc2c(c1)CCc1cc(C(=O)N3CCN(c4ccc(N5CCOCC5)nn4)CC3)sc1-2
(27) Cc1ccc(-n2c(=O)[nH]cc(C(=O)Nc3ccc4c(c3)OCCO4)c2=O)cc1C
(28) O=S(=O)(CCc1nnc(-c2ccccc2)o1)c1ccc2ccccc2c1
(29) O=C(NCCCN1CCOCC1)c1ccc(Br)s1
(30) O=C1C=C(NCc2ccc(Cl)c(Cl)c2)CC1
(31) O=C(N/N=C1/C[C@@H](O)[C@@H](O)[C@@H]2[C@@H]3C(=O)N(Cc4ccccc4)C(=O)[C@H]3CC[C@H]12)OCc1ccccc1
(32) Cc1ccc(N(Cc2cc(=O)[nH]c3ccccc23)C(=O)c2ccco2)cc1

Compound	25	26	27	28	29	30	31	32
DNA Pol III inh	.	-5%	-4%	-1%	-4%	.	.	-2%
Tau fil binding	.	105%	13%	-3%	-4%	.	.	18%
HEK293 cAMP ctrl	0%[11.4 µM]	6%	-12%	5%	-1%	-3%	0%[11.4 µM]	?
BRCT PPI green	-3.7%[15.4 µM]	-0.7%	-0.4%	0.4%	-1.7%	0.8%	0.2%[15.4 µM]	5.3%
Caspase-1 inhib	1%[11.5 µM]	-6%	-2%	1%	-6%	-2%	-1%[11.5 µM]	-2%
BRCT PPI red	0.6%[15.4 µM]	0.6%	-0.3%	-0.7%	-0.2%	1.1%	-0.2%[15.4 µM]	-0.4%
HADH2 inhib	1%[11.4 µM]	32µM*	9%	6%	14%	-5%	10%[11.4 µM]	-3%
Caspase-7 inhib	1%[11.5 µM]	-5%	0%	0%	2%	0%	3%[11.5 µM]	-4%
Rhodamine autofl	.	.	i	.	i	.	.	i
USP2a inh	.	.	28%	-1%	-4%	.	.	3%
15-hLO inh	4%[11.4 µM]	-2%	-13%	-3%	-12%	-8%	16%[11.4 µM]	?
